Shn3 inh set2 = Schnurri-3 reporter inhibition in Clone20 osteoblasts. Clone20 osteoblast Shn3 3'UTR firefly luciferase, 24 h. inhibition, % at 12.5 µM. 0.52% of 360,000 active. AID 588674;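 active = mean inhibition of at least 75% with every replicate also reaching 75%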;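 note: 0% = median of neutral control wells and 100% = pilot-screen positive control compound; some compounds past the cut are filed as inactive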
Peg3 promoter = reduces Peg3 promoter-driven luciferase expression in HeLa; HeLa PEG-Prom luciferase reporter, luminescence, overnight; inhibition, % at 20 µM; 1.7% of 360,000 active; AID 588405;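 active = inhibition of at least 50% at 20 µM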
CF NFkB inh = blocks PAF-induced NF-kB reporter in cystic fibrosis cells; KKLEB NF-kB-GFP reporter, GFP fluorescence overnight; inhibition, % at 5 µM; 0.86% of 360,000 active; AID 588850;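 active = at least 50% inhibition at 5 µM, scaled per plate between neutral and stimulator controls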;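 note: PAF is a Pseudomonas aeruginosa culture filtrate used as stimulus; plate controls were PAF-stimulated DMSO wells for no effect and unstimulated DMSO wells for full effect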
NR2E3 ag-1 = NR2E3 (human) agonism; 0.12% of 320,000 active; GST-NR2E3/biotin-RetCOR TR-FRET, 1536-well; AID 2300; inhibition of corepressor binding, % at 4.78 µM;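 active = percent inhibition above the cutoff of mean plus 3 SD of all tested compounds, set per screening campaign, cut at about 20% in these data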;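 note: 0% = DMSO wells and 100% = biotin wells as full block of FRET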
Target sequence (Q9Y5X4 whole entry, looked up): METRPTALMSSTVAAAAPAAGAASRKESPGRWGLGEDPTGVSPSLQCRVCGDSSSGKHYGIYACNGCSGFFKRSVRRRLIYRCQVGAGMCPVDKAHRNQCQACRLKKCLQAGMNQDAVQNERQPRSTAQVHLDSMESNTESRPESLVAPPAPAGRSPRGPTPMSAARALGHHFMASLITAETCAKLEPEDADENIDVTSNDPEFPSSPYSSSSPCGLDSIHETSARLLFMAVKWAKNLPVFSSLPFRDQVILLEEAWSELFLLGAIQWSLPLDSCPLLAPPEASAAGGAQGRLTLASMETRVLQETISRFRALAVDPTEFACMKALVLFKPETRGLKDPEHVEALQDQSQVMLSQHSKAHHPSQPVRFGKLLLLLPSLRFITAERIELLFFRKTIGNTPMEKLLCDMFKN
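Assay system: NR2E3–RetCOR corepressor complex. Quantity: 1.35 nM GST-NR2E3. Buffer or medium: pH 7.5 Tris-based buffer. Reagent: biotinylated RetCOR corepressor at 7 nM final. Schedule: 5 h at 4 °C. Detection: TR-FRET, emission read at 617 and 671 nm. Replicates: one well per compound, singlicate testing.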
hiPSC survival = increases survival of single human iPS cells. hiPSC single-cell survival, ATPlite luminescence; 100% = ROCK inhibitor wells, 0% = DMSO. 0.044% of 360,000 active. AID 602274. survival enhancement, % at 20 µM; in the data active = survival enhancement above about 18%;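 note: cells exposed to compounds for 16 hours before the ATP read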
C8 TRAIL sens = sensitizes caspase-8 expressing cells to TRAIL | inhibition (viability loss, TRAIL sensitization), % at 10 µM | 1% of 360,000 active | AID 624354 | NB7+C8 cells + TRAIL, ATPlite viability luminescence;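 active = compounds causing at least 50% loss of cell viability in the single-dose screen, relative to plate controls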
LMP1 NFkB inh = inhibitors of Epstein-Barr LMP1-induced NF-kappaB reporter; inhibition, % at 12.5 µM; LMP1-induced NF-kappaB luciferase reporter cells, luminescence; 0.69% of 350,000 active; in the data active = inhibition above about 41%;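 note: 0% = neutral control wells and 100% = reference inhibitor control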
HIF-2a inh = blocks HIF-2a reporter activity; 786-0 RCC cells HIF-2a reporter, luciferase luminescence, overnight; inhibition, % at 18.8 µM; 0.72% of 360,000 active; AID 624352;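 active = inhibition of the luminescence signal of 40% or more relative to plate controls, in a single-dose primary screen at 18.75 µM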
NR2E3 ag-2 = human photoreceptor-specific nuclear receptor agonism; AID 602229; Q9Y5X4; inhibition of corepressor binding, % at 3.98 µM; 0.35% of 360,000 active; CHO-S Gal4-NCOR/VP16-NR2E3 two-hybrid, luciferase;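 active = inhibition above the mean of all tested compounds plus 3 SD, cut at about 70% in these data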;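 note: 0% = DMSO with NR2E3 transfected cells and 100% = cells lacking NR2E3 construct; higher means lower luciferase signal from less NR2E3 corepressor binding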
MITF TRPM1 inh = inhibitors of MITF-driven TRPM1 promoter in melanoma cells; SK-MEL-5 TRPM1 promoter luciferase, 24 h; inhibition, % at 12.5 µM; 0.83% of 330,000 active; AID 488899;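 active = mean inhibition across replicates of 60% or more, whatever share of single replicates reaches that level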; note: values of inactives mirror those of a sister screen read the other way
KKLEB tox = counter-screen for CF NF-kB inhibitors: cytotoxicity. KKLEB CF airway cells viability, ATPlite luminescence, overnight; active compounds read low; cells stimulated with P. aeruginosa culture filtrate. activity change (cytotoxicity), % at 5 µM. 0.36% of 360,000 active. AID 602141;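 active = corrected activity change at or below -50% at 5 µM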
* hit, by the source's call; nt = no result given; & = joins results of further samples; ! = not active in a repeat. Not all compounds are listed (hit frequency here may not be typical).

SMILES	Shn3 inh set2	Peg3 promoter	CF NFkB inh	NR2E3 ag-1	hiPSC survival	C8 TRAIL sens	LMP1 NFkB inh	HIF-2a inh	NR2E3 ag-2	MITF TRPM1 inh	KKLEB tox
CC(C)CNC(=O)NC1C(NC(=O)NCC(C)C)N(C)C(=O)N1C (configuration not stated)	-13	13	3	1	2.0	-8	4	3	-15	-3	8
O=C(N/C(=C/c1ccc(Br)cc1)C(=O)N1CCCC1=O)c1ccco1	6	5	-17	1	0.0	0	-3	-10	12	-15	3
COc1ccc(COc2cc(-c3cccc(OC)c3)nc3ccc(NC(C)=O)cc23)cc1	8	-2	9	2	0.4	1	5	-2	-27	-16	-21
CCC(=O)N1CCN(c2cc3c(cc2F)c(=O)c(C(=O)O)cn3CC)CC1	3	7	-20	1	-0.1	-5	-10	8	-14	4	26
Cc1ccc(C(=O)N/N=C\c2cccc(OC(=O)c3cccc(F)c3)c2)cn1	-32	-79	4	-1	-0.6	54*	-6	-51	-5	-38	-2
CC(C)n1nnnc1SCC(=O)c1c(N)n(C2CC2)c(=O)[nH]c1=O	-6	7	1	2	0.2	-17	-9	4	-1	-1	-2
CNC(=O)CC1C(=O)N(Cc2ccccc2)C(=S)N1NC(=O)c1cccc(F)c1 (configuration not stated)	-17	7	14	0	-1.2	-3	1	10	-15	2	1
CN1CCN(C(=O)CN(c2cccc(Cl)c2)S(=O)(=O)c2ccccc2)CC1	-9	6	-6	-1	-0.7	-1	-11	6	-23	11	6
O=C(O)CC/C(=C\c1ccc2c(c1)OCO2)c1nc2ccccc2s1	-2	0	-18	-1	0.4	0	4	-2	-10	-13	3
COCCSc1nc(N)c(NC(=O)c2ccc(OC)cc2)c(=O)[nH]1	3	1	-4	4	1.0	2	4	23	-3	-14	4
CCC(=O)Nc1ccccc1C(=O)NC1CCCCC1	19	-25	12	1	-3.1	2	0	-28	-6	-7	-1
O=C1CCN(C2CCN(Cc3nc(Cc4ccccc4F)no3)CC2)CCN1	-18	-1	-2	-3	0.3	1	-4	14	3	4	5
COc1ccccc1OCc1nc(C#N)c(N2CCCC2)o1	5	3	-5	-3	0.0	16	0	4	-3	-11	-2
O=C(NNC(=O)C1CCCCC1)C(=O)NC1CCCCC1	-8	8	6	-1	-0.5	-18	-4	-3	-5	-1	0
CN(C(=O)CSc1nnc2n1CCCCC2)C1(C#N)CCCCC1	-13	6	13	nt	7.2	-16	-2	-3	-10	4	-7
CC1C(C(=O)Nc2ccccc2)CCCC1(C)C(=O)O (configuration not stated)	17	4	5	3	1.4	0	7	20	3	14	6
CCCNC(=O)C1(C)CCN(C(=O)c2ccc(C)c(F)c2)C1 (configuration not stated)	-14	1	-17	nt	-0.7	12	nt	5	9	nt	11
COc1ccc(-c2ccc(-c3noc(C)n3)c(OC)n2)cc1	-19	-167	0	2	-0.1	1	-12	-235	-38	-82	-27
CN(C)N=Nc1nc[nH]c1C(N)=O	24	-7	22	0	0.3	-3	-14	4	22	-3	-14
CCOC(=O)C1=C(O)/C(=C\c2cc(C)n(-c3ccc(F)cc3)c2C)N=C1C	-17	1	9	3	-0.5	-6	-11	10	-12	4	-7
Oc1ccccc1CNc1cccc2cccnc12	-21	-132	-30	-4	-0.8	18	-15	-14	-53	2	-4
CCOc1ccc(N2CC(C(=O)N3CCCCC3)CC2=O)cc1 (configuration not stated)	9	-5	6	4	-0.4	-21	-3	7	2	9	-1
CCOC(=O)C(NC(=O)Nc1cccc(C)n1)(OCC(F)(F)F)C(F)(F)F (configuration not stated)	1	1	-13	-4	7.3	-1	6	8	-7	-6	-3
O=C(Cc1ccccc1[N+](=O)[O-])NCc1ccc(Cl)cc1Cl	-77	-249	1	-2	-2.2	27	-24	-207	-140	-96	1
Cc1cc(NC(=O)CSc2ncccc2C(=O)O)no1	4	-16	-6	6	-0.5	-8	-3	-1	1	7	-2
Fc1cc(F)nc(NCc2ccccc2)n1	-10	6	2	nt	-0.5	-14	-3	12	2	3	-5
O=C(NCCc1ccccc1)c1cccc(NC(=O)C2CCC2)c1	-68	-211	18	nt	-0.4	-3	-14	-196	-90	-48	-11
CSc1nc(-c2ccc(Cl)cc2)nn1S(=O)(=O)c1ccc(Cl)cc1	-18	-192	4	1	2.2	6	-8	-214	-63	-66	3
COc1ccc2c(c1OC)C(=O)N1C2SC(C)(C)[C@H]1C(=O)NC1CC1 (some centres not stated)	5	15	-24	-2	-1.3	-13	-16	2	-2	11	9
CC1CCCN(S(=O)(=O)c2ccc3c(c2)c(=O)nc2ccccn23)C1 (configuration not stated)	7	9	-1	2	-0.5	-13	-1	14	-24	16	0
O=C(CCNC(=O)c1ccccc1)Nc1ccc(S(=O)(=O)Nc2ncccn2)cc1	-10	6	-1	nt	3.9	-4	-6	5	-17	4	5
CN(C)CCCNc1nc2cc(-c3ccccc3CO)sc2c(=O)n1C	4	0	6	nt	1.6	-14	nt	1	-13	nt	-1
O=C(O)CC12CC3CC(C1)CC(n1cncn1)(C3)C2	-55	10	9	3	2.7	-4	9	14	3	-33	-10
O=C(O)CCC(=O)Nc1nc(-c2ccccc2)cs1	7	14	8	1	1.5	-12	-2	3	-6	10	-8
COCCCN(C(=O)c1ccco1)c1nc(-c2cc(OC)ccc2OC)cs1	9	18	-11	9	-1.3	5	12	3	-21	12	-12
CC(C)C(=O)Nc1cccc(C(=O)OCC(=O)c2ccc(Cl)cc2Cl)c1	-23	-155	-3	-1	0.1	15	-3	-103	-42	-20	-6
O=C(Oc1cccc(-n2cnnn2)c1)c1ccccc1Cl	7	-2	-20	4	1.0	-3	3	4	-21	7	-3
C=CCOc1ccccc1C1NC(=O)NC(C)=C1C(=O)NCc1ccccc1 (configuration not stated)	-12	7	-8	-2	3.4	-6	-8	16	17	2	2
COC(=O)c1cc(=O)n(Cc2cccs2)c(=NCc2cccs2)s1	-4	39	25	-4	-0.6	16	6	2	-14	1	-26
S=c1[nH]nc(-c2ccccc2)n1C1C=CCCC1 (configuration not stated)	13	9	-12	1	-2.3	20	-6	5	-9	0	5
COc1ccccc1CNC(=O)COC(=O)c1ccc(C)c(S(=O)(=O)N2CCOCC2)c1	-10	9	10	-1	-0.2	11	4	11	12	4	-1
Oc1c(N=Nc2nn[nH]n2)ccc2ccccc12	-1	-28	14	nt	-1.1	45	nt	-45	-23	nt	-8
CN(N=Nc1cccc([N+](=O)[O-])c1)c1cccc([N+](=O)[O-])c1	-18	-218	-47	0	-2.0	1	-11	-116	-22	-38	13
Cc1ccc(CN2CCCC(C(=O)N3CCCC3)C2)cc1 (configuration not stated)	-7	3	2	1	0.7	-5	-1	14	19	4	-10
Cn1ncc(Cl)c1C(=O)Nc1nc2ccc(Cl)cc2s1	-47	-160	30	2	-0.6	27	-24	-212	-120	-19	-5
CN1CCN(S(=O)(=O)c2cccc(C(=O)Oc3ccc(Br)cc3F)c2)CC1	8	3	-7	2	-0.4	-8	3	14	12	7	2
Cc1ccc(S(=O)(=O)N2CCCCC2)cc1NC(=O)C1CCCO1 (configuration not stated)	-13	20	-13	1	2.7	-3	9	-1	3	4	7
CCOc1ccc(CCNC(=O)COC(=O)Cc2c[nH]c3ccccc23)cc1OCC	-4	-2	-12	3	0.5	-12	-3	10	-5	15	-8

3 entries from above, in CSV form.
mol,Shn3 inh set2,Peg3 promoter,CF NFkB inh,NR2E3 ag-1,hiPSC survival,C8 TRAIL sens,LMP1 NFkB inh,HIF-2a inh,NR2E3 ag-2,MITF TRPM1 inh,KKLEB tox
CN1CCN(S(=O)(=O)c2cccc(C(=O)Oc3ccc(Br)cc3F)c2)CC1,8,3,-7,2,-0.4,-8,3,14,12,7,2
Cc1ccc(S(=O)(=O)N2CCCCC2)cc1NC(=O)C1CCCO1 (configuration not stated),-13,20,-13,1,2.7,-3,9,-1,3,4,7
CCOc1ccc(CCNC(=O)COC(=O)Cc2c[nH]c3ccccc23)cc1OCC,-4,-2,-12,3,0.5,-12,-3,10,-5,15,-8

(listing goes on)
SMILES	Shn3 inh set2	Peg3 promoter	CF NFkB inh	NR2E3 ag-1	hiPSC survival	C8 TRAIL sens	LMP1 NFkB inh	HIF-2a inh	NR2E3 ag-2	MITF TRPM1 inh	KKLEB tox
CCN(CC)S(=O)(=O)c1ccc(N2CC(C(=O)NCCC3=CCCCC3)CC2=O)cc1 (configuration not stated)	3	24	2	1	-0.5	-12	-2	18	0	4	2
COC(=O)[C@]1(C)N[C@H](CN(C)C(=O)Nc2ccccc2)[C@@H]2C(=O)N(C)C(=O)[C@@H]21	3	-11	1	nt	3.7	-7	-9	6	-2	2	6
COc1ccc(NC(=O)c2cc(-c3ccc(F)cc3OC)n[nH]2)cc1OC	-7	-15	-33	nt	0.5	-1	nt	-33	-10	nt	7
COc1ccccc1N1CCN(C(=O)c2cc(=O)c3ccc(C)cc3o2)CC1	9	11	3	-1	0.9	-2	-1	13	2	4	-5
O=C(NN=C1C2CC3CC(C2)CC1C3)c1ccccc1O	-7	3	13	-2	-0.6	18	-3	9	-19	-2	-4
CC(=O)Oc1cccc(/C=N\NC(=O)C(=O)N/N=C/c2cccc(OC(C)=O)c2)c1	-16	-9	-4	1	-0.4	-19	-7	7	3	-5	14
COc1ccccc1/C=C/C(=O)OC(C)CN1CCCCC1 (configuration not stated)	-4	4	5	0	0.7	3	-6	10	-18	-7	5
CCOC(=O)C1C(=O)CC(O)(c2ccccc2)CC1c1ccccc1 (configuration not stated)	12	12	1	0	-2.1	-2	0	11	-15	-6	5
COc1ccc2c(c1OC)C(=O)N(c1ccc(C)cc1)C2	-33	-243	-30	4	-0.6	46	-14	-246	-97	-100	2
COc1cc(NC(=O)c2cnc(N)o2)cc(C(=O)Nc2cccc(C(F)(F)F)c2)c1	32&11	56*!	-1&-8	-2	-0.7&-0.1	35&27	26&12	-67&-46	-12&14	34	1&6
COc1ccc(C2=C(C=C(C#N)C#N)C(c3ccccc3C)c3ccccc3O2)cc1OC (configuration not stated)	17	25	10	-2	-1.2	-17	2	19	4	8	10
CCC(C)C(NC(=O)OCc1ccccc1)C(=O)OCN1C(=O)c2ccccc2C1=O (configuration not stated)	-22	30	-6	0	2.3	-17	-9	9	-13	0	6
CCC[C@@H](NS(=O)(=O)c1ccc(C)cc1)C(=O)Oc1ccc2c3c(c(=O)oc2c1)CCC3	-16	-6	19	0	-1.4	-3	8	-20	-13	0	-2
COc1ccc(NS(=O)(=O)c2cccc(NC(=O)c3ccc(Cl)nc3)c2)cc1	80	22	3	5	-3.1	30	10	26	83*	17	-40
CC(=O)NC(CC(=O)O)C(=O)O (configuration not stated)	-7	6	-7	1	1.8	10	5	8	-7	-3	16
COc1ccc(S(=O)(=O)N2CCOCC2)cc1NC(=O)[C@@H]1CCCN1C(=O)c1cccs1	-1	21	-11	3	-0.1	-6	0	18	-23	7	14
O=C(c1ccc(S(=O)(=O)N2CCc3ccccc3C2)cc1)N1CCCCC1	18	-8	-3	3	-1.1	7	-11	7	18	9	-6

Screening results (PubChem BioAssay)
